PhoP GFP inhibition: PhoP regulon inhibitors, Salmonella typhi PhoP promoter GFP reporter, confirmatory (AID 1850). one-dose inhibition, % at 50 µM; IC50 in µM for titrated hits. 310,000 compounds, 0.33% hits. Salmonella Typhi PhoP-promoter GFP reporter, fluorescence, 4 h; higher % means a stronger effect; in the data active = a potency from the dose series; inconclusive = inhibition mostly from about 25% at the one dose, without a potency; inactive = the rest, 99 in 100 with inhibition below about 19%;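 also: 0% = induced wells with vehicle and 100% = uninduced wells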
tuberculosis growth: growth inhibition of non-replicating M. tuberculosis (AID 488890); Mycobacterium tuberculosis non-replicating, growth inhibition; higher % means a stronger effect; inhibition, % at 25 µM, or IC50 in µM where a hit was titrated; 320,000 compounds, 0.39% hits; in the data active = a potency from the dose series; inconclusive = inhibition mostly from about 82% at the one dose, without a potency; inactive = the rest, 99 in 100 with inhibition below about 76%;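 also: plate controls were DMSO cells for no effect and high antibiotic wells for full effect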
VEEV TC-83 Vero: inhibitors of VEEV TC-83 cytopathic effect, confirmation, Vero cells (AID 588727); Vero cells, VEEV TC-83 cytopathic effect inhibition; higher % means a stronger effect; one-dose inhibition, % at 20 µM; IC50 in µM for titrated hits; 350,000 compounds, 0.13% hits; in the data active = a potency from the dose series; inconclusive = inhibition mostly from about 14% at the one dose, without a potency; inactive = the rest, 99 in 100 with inhibition below about 12%; also: strong numbers were not always called active
H1N1 NS1A inhibition: H1N1 influenza NS1A inhibitors, functional cell based assay (AID 504329); 340,000 compounds, 0.3% hits; inhibition, % at 12.5 µM, or IC50 in µM where a hit was titrated; NS1A functional cell-based assay, percent inhibition; higher % means a stronger effect; in the data active = a potency from the dose series; inconclusive = inhibition above about 27% without an active follow-up result; also: strong numbers were not always called active
M. tuberculosis HTS: M. tuberculosis growth inhibition, HTS (AID 449762); M. tuberculosis H37Rv growth inhibition, 7H9 media; higher % means a stronger effect; inhibition, % at 25 µM; hits with a dose series show IC50 in µM; 330,000 compounds, 0.59% hits; in the data active = a potency from the dose series; inconclusive = inhibition above about 70% without an active follow-up result;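 also: bacterial growth assessed after seven days of incubation; strong numbers were not always called active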
VEEV TC-83 Vero 10K pilot screen: also measured in VEEV TC-83 Vero; calls as there; inhibition, %; measured here: 10K pilot screen inhibition
An asterisk follows results filed as active; i = inactive; ? = inconclusive; / = no result given.

The first 5 records, to show the layout:
SMILES	PhoP GFP inhibition	tuberculosis growth	VEEV TC-83 Vero	H1N1 NS1A inhibition	M. tuberculosis HTS	others
CC(NC(=O)Nc1ccc2c(c1)OCO2)C1CCCO1 (configuration not stated)	0%	7%	i	-2%	-18%
O=C(Nc1ccccc1)OCCNC(=O)c1cccc(Br)c1	-1%	8%	0.3%	1%	-6%
O=C(CN1CCC(n2nnc3cc(C(F)(F)F)ccc32)CC1)NNC(=O)c1ccco1	-5%	-11%	0.3%	5%	-5%
O=C(O)C1CCCN1C(=O)c1cccs1 (configuration not stated)	2%	-16%	i	-3%	-5%	VEEV TC-83 Vero 10K pilot screen=0.2
COc1ccc(NCN2C(=O)C3C4C=CC(C4)C3C2=O)cc1 (configuration not stated)	5%	36%	2.9%	-3%	?

Results, previewed entries included:
SMILES	PhoP GFP inhibition	tuberculosis growth	VEEV TC-83 Vero	H1N1 NS1A inhibition	M. tuberculosis HTS	others
CC(NC(=O)Nc1ccc2c(c1)OCO2)C1CCCO1 (configuration not stated)	0%	7%	i	-2%	-18%
O=C(Nc1ccccc1)OCCNC(=O)c1cccc(Br)c1	-1%	8%	0.3%	1%	-6%
O=C(CN1CCC(n2nnc3cc(C(F)(F)F)ccc32)CC1)NNC(=O)c1ccco1	-5%	-11%	0.3%	5%	-5%
O=C(O)C1CCCN1C(=O)c1cccs1 (configuration not stated)	2%	-16%	i	-3%	-5%	VEEV TC-83 Vero 10K pilot screen=0.2
COc1ccc(NCN2C(=O)C3C4C=CC(C4)C3C2=O)cc1 (configuration not stated)	5%	36%	2.9%	-3%	?
CCN(CC(=O)NCc1ccncc1)S(=O)(=O)c1ccccc1	5%	-16%	2.9%	5%	-8%
[O-]/[N+](=C/c1ccco1)c1ccccc1	6%	12%	0.6%	0%	0%
COc1ccc2cc3cc(C(=O)NCC4COc5ccccc5O4)oc3nc2c1 (configuration not stated)	-3%	10%	2.6%	-1%	-5%
COc1ccc(NC(=O)CN(C)C(=O)c2ccc(NS(=O)(=O)c3ccc(C)c([N+](=O)[O-])c3)cc2)cc1	2%	13%	1.4%	3%	0%
Cc1cccc(N(C)C(=O)CCS(=O)(=O)c2cc3c(cc2Cl)NC(=O)CO3)c1	-6%	-2%	0.6%	31%	-6%	VEEV TC-83 Vero 10K pilot screen=1.2
O=C(CCCCCNc1nc(=S)[nH]c2ccccc12)NCCc1ccc(Cl)cc1	-19%	23%	1.9%	8%	-2%
COc1ccc2[nH]c(C(=O)O)c(NS(=O)(=O)c3ccc(OC)c(OC)c3)c2c1	-6%	-13%	6.9%	3%	-3%
O=C(N/N=C/c1ccccc1Cl)c1cccc(F)c1	-6%	?	2.7%	1%	?
COc1ccc(C(=O)OCC(=O)N2CCOCC2)cc1S(=O)(=O)N1CCOCC1	/	2%	0.2%	-11%	-6%
O=C(O)CCCCCN=Cc1c(O)c2ccccc2oc1=O	9%	26%	0.5%	-1%	4%
C=CC(COCc1ccccc1)N(Cc1ccccc1)S(=O)(=O)c1ccccc1Br (configuration not stated)	7%	-1%	i	-8%	-3%
CCOc1ccc(NC(=O)COC(=O)CSCC(=O)Nc2ccc(C)cc2C)cc1	/	13%	1.7%	-10%	-4%
COc1ccc(-c2cc(C#N)nc(N3CCNCC3)n2)cc1	9%	?	i	8%	-6%
Cc1cc2ncn(C(=O)c3c(-c4c(Cl)cccc4Cl)noc3C)c2cc1C	-3%	-7%	5.8%	8%	-9%
O=C(CSc1nc(C2CC2)nc2ccccc12)N1c2ccccc2Sc2ccccc21	7%	-5%	i	-5%	-3%
COC(=O)C1=CN(Cc2ccc(C)cc2)C=C(C(=O)OC)C1c1cc(OC)c(OC)c(OC)c1	-6%	13%	3.1%	-23%	-3%
COc1ccc(CCN/C=C2/CC(=O)NC2=O)cc1OC	1%	-14%	0.6%	5%	2%
Cc1nc2ccc(NC(=O)COc3ccccc3C)cc2s1	-13%	46%	0.8%	2%	37%
CC(C)C[C@H](N)c1nnc(SCC(=O)Nc2ccc(Br)cc2)o1	-21%	39%	i	15%	1%
COCCNC(=O)c1onc(CSc2ccccn2)c1C(=O)NCCOC	-9%	-13%	0.2%	7%	-5%
O=C(CN1C(=O)c2ccccc2C1=O)NC1CCCCC1	-6%	-5%	1.3%	-10%	10%
Cc1ccc(C)c(NC(=O)Cc2csc(-c3ccccc3)n2)c1	2%	23%	0.9%	7%	11%
COc1ccccc1C(=O)Nc1nc2ccc(S(C)(=O)=O)cc2s1	-5%	3%	i	-2%	7%
Cc1ccccc1CNS(=O)(=O)c1csc(C(N)=O)c1	-7%	3%	1.0%	4%	-5%
COc1ccc(NC(=O)CS(=O)CC(=O)Nc2ccc(NC(C)=O)cc2)cc1 (configuration not stated)	4%	2%	1.8%	6%	-3%

Two records drawn at random from those above, as already listed:
SMILES	PhoP GFP inhibition	tuberculosis growth	VEEV TC-83 Vero	H1N1 NS1A inhibition	M. tuberculosis HTS	others
COc1ccc2cc3cc(C(=O)NCC4COc5ccccc5O4)oc3nc2c1 (configuration not stated)	-3%	10%	2.6%	-1%	-5%
Cc1ccc(C)c(NC(=O)Cc2csc(-c3ccccc3)n2)c1	2%	23%	0.9%	7%	11%

Later entries
SMILES	PhoP GFP inhibition	tuberculosis growth	VEEV TC-83 Vero	H1N1 NS1A inhibition	M. tuberculosis HTS	others
O=C(O)c1cn(-c2ccc(F)cc2)c(=O)c2ccccc12	-7%	-3%	0.2%	-11%	-2%
Cc1ccc(OCC(O)CN2CCN(Cc3ccc4c(c3)OCO4)CC2)cc1C (configuration not stated)	-1%	19%	i	11%	0%
COc1ccccc1-c1cc(C(=O)NC2CCN(C)CC2)c2ccc(Cl)c(C)c2n1	-10%	?	i	-2%	71µM*
O=C1/C(=C/c2ccc3c(c2)OCO3)Oc2cc(OCC(=O)N3CCC[C@H]3C(=O)O)ccc21	-9%	-8%	0.6%	-7%	-2%
Cc1ccc(S(=O)(=O)Nc2ccc3c(c2)OCCO3)cc1	-1%	13%	1.4%	-1%	15%
O=C(CCSCc1ccccc1F)NCc1cccs1	24%	25%	1.4%	8%	5%
COc1ccc(NC2c3ccccc3C(=O)N2Cc2ccccc2Cl)cc1OC (configuration not stated)	-4%	41%	7.2%	7%	-6%
O=C(Nc1ccccc1NC(=O)c1ccco1)c1ccccc1	5%	7%	i	10%	8%
CN(Cc1nccs1)C(=O)C1CCC(=O)N(CCc2cccc(F)c2)C1 (configuration not stated)	-5%	4%	1.5%	6%	9%
CCCCN(C)C1=Nc2cccc3cccc1c23	2%	18%	1.9%	0%	7%
O=C1CSC(=S)N1c1cccc(Cl)c1	-2%	5%	i	-9%	4%
O=C(NC12CC3CC(CC(C3)C1)C2)c1cc([N+](=O)[O-])ccc1N1CCOCC1	-1%	28%	i	-11%	8%
CC(=O)CN1C(=O)NC2(CCCc3ccccc32)C1=O (configuration not stated)	-12%	-4%	i	-5%	5%
Cc1nnc(Sc2cc(C(=O)NCc3ccco3)c3ccccc3n2)s1	-4%	3%	10%	5%	-1%
O=C1OC(c2ccccc2)=N/C1=C\C=C\c1ccco1	-2%	?	2.0%	8%	62%
CCOc1nc(SC(C(C)=O)C(=O)Nc2ccccc2)nc(N(C)C)n1 (configuration not stated)	5%	18%	0.8%	-9%	-3%
COc1ccccc1N1CCN(C2CCCN(C(=O)c3ccccn3)C2)CC1 (configuration not stated)	4%	11%	11%	-3%	1%
Cc1nc2ncnn2c(Nc2ccc3c(c2)OCCO3)c1C	1%	-3%	1.5%	27%	7%
COc1ccccc1C(CC(=O)Nc1ccc(C)c(C)c1)c1ccc(OC(C)C)cc1 (configuration not stated)	-6%	-24%	0.7%	-7%	-2%
Cc1ccc(NC(=O)c2cc(C)nn2-c2ccccc2)cc1	-15%	14%	0.7%	34%	-7%
Cc1cc(C)[n+](Cc2ccccc2)cc1C(N)=O	-7%	-26%	1.2%	-2%	7%
COc1ccc(C(CC(=O)O)NC(=O)OC(C)(C)C)cc1 (configuration not stated)	0%	1%	i	-2%	-4%
COC(=O)c1ccc(N2C(=O)CC(N3CCN(c4ccccc4)CC3)C2=O)cc1 (configuration not stated)	1%	22%	1.9%	11%	3%
COc1cccc(/C=C/c2onc(C)c2S(=O)(=O)N2CCC(C(=O)NC3CCCCCC3)CC2)c1	8%	2%	1.7%	8%	-8%
Cc1cccc(NS(=O)(=O)c2ccc(-c3cnc(C4CC4)o3)cc2)c1	1%	4%	i	7%	2%
Cc1onc(-c2ccccc2Cl)c1C(=O)Nc1ccccc1C(=O)NC(C)C	-7%	21%	i	2%	4%
Cc1ccc(S(=O)(=O)Cc2ccc([N+](=O)[O-])cc2)cc1	-4%	-10%	0.4%	23%	-9%
CCOc1cc(C2C3=C(CCCC3=O)Nc3nc(C(=O)OC)nn32)ccc1OC (configuration not stated)	-1%	-1%	7.0%	-3%	2%
CN(C)c1cc(-c2ccc(F)cc2)oc(=O)c1Cl	5%	-2%	0.4%	-2%	4%
Cc1nn(C2CCS(=O)(=O)C2)c(Cl)c1/C=C/C(=O)OCC(=O)c1c[nH]c2ccccc12 (configuration not stated)	10%	21%	4.3%	0%	0%
O=C(C1CCCO1)N1CCN(C(=S)Nc2ccc(Cl)cc2Cl)CC1 (configuration not stated)	1%	8%	1.0%	3%	10%
CCn1c(SCC(=O)N2CCCc3ccccc32)nc2cccnc21	4%	13%	10%	4%	4%
Cc1sc2ncnc(NCC3(N4CCOCC4)CCCCC3)c2c1C	0%	24%	6.1%	-2%	-2%
Clc1ccccc1N1CCN(Cc2ccc3c(c2)OCO3)CC1	-3%	13%	i	-16%	2%
CCOC(=O)N1CCC(NC(=O)c2ccc3c(c2)N(Cc2ccc(F)cc2)CCS3)CC1	0%	5%	8.1%	4%	0%
CC(=O)c1ccc(OC(=O)N(c2ccccc2)c2ccccc2)cc1	-4%	47%	0.9%	-6%	45%
Cc1ccc(C23CC4CC(CC(C(=O)N(C)C)(C4)C2)C3)cc1	-2%	19%	0.3%	-14%	9%
CCOC(=O)c1cc2cc([N+](=O)[O-])cc(OC)c2oc1=O	-11%	?	0.6%	-10%	17%
O=C(/C(=C/c1ccccc1Cl)c1ccccc1)N1CCOCC1	-6%	0%	1.0%	-5%	-8%
CC1CCCC(NC(=O)CN2CCN(Cc3ccc(Cl)cc3)C2=O)C1C (configuration not stated)	3%	20%	0.4%	-1%	-2%

Part of the list above in order of molar mass, highest first.
SMILES	PhoP GFP inhibition	tuberculosis growth	VEEV TC-83 Vero	H1N1 NS1A inhibition	M. tuberculosis HTS	others
COC(=O)C1=CN(Cc2ccc(C)cc2)C=C(C(=O)OC)C1c1cc(OC)c(OC)c(OC)c1	-6%	13%	3.1%	-23%	-3%
COCCNC(=O)c1onc(CSc2ccccn2)c1C(=O)NCCOC	-9%	-13%	0.2%	7%	-5%
COC(=O)c1ccc(N2C(=O)CC(N3CCN(c4ccccc4)CC3)C2=O)cc1 (configuration not stated)	1%	22%	1.9%	11%	3%

The results go on.
SMILES	PhoP GFP inhibition	tuberculosis growth	VEEV TC-83 Vero	H1N1 NS1A inhibition	M. tuberculosis HTS	others
O=C(c1ccccc1)N(CCO)Cc1cc2cc3c(cc2[nH]c1=O)OCCO3	8%	-13%	1.8%	-4%	1%
C=C(C)CNC(=O)c1ccc(OC2CCN(C(=O)COC)CC2)cc1	0%	-1%	1.6%	-9%	0%
CCOc1ccccc1N(CC(=O)N1CCC(C)CC1)S(=O)(=O)c1ccc(C)cc1	-6%	26%	5.4%	-3%	-5%
COc1cccc(C(=O)NCC(=O)OC(C)C(=O)NC23CC4CC(CC(C4)C2)C3)c1 (configuration not stated)	/	0%	0.6%	1%	-10%
CC1CCN(S(=O)(=O)c2ccc3c(c2)CCN3C(=O)C2CCC2)CC1	2%	-5%	0.5%	6%	13%
Cc1cccc2cccnc12	/	-11%	i	-14%	-10%
Cc1c(CCC(=O)NCCCCCC(=O)O)c(=O)oc2c(C)c3oc4c(c3cc12)CCCC4	16%	-1%	1.9%	1%	1%
COc1ccccc1NC(=O)Cn1c(CCC(=O)O)ccc1-c1ccccc1	-3%	-8%	0.5%	9%	-1%	VEEV TC-83 Vero 10K pilot screen=0.6
C[C@H](NC(=O)c1ccco1)C(=O)OCC(=O)N1CC(=O)Nc2ccccc21	/	5%	2.2%	-18%	1%
CC(C)N(C(=O)[C@H]1CC(CC(=O)NCc2ccco2)C(=O)N2CCc3c([nH]c4ccccc34)[C@]12C)C(C)C (some centres not stated)	/	39%	i	-19%	3%
Cc1cccc(N(CC(=O)Nc2ccc(CC#N)cc2)S(C)(=O)=O)c1	4%	7%	1.0%	7%	-10%
Cc1cc(NS(=O)(=O)c2ccc(NC(=S)NC(=O)c3ccc(F)cc3Cl)cc2)no1	-6%	66%	0.8%	13%	-10%
Cn1c(CN2CCCCC2)nc2cc(NC(=O)c3cccc(Br)c3)ccc21	-5%	15%	5.3%	20%	-5%

High-throughput results from PubChem.
